From PubChem
Peg3 promoter – reduces Peg3 promoter-driven luciferase expression in HeLa | HeLa PEG-Prom luciferase reporter, luminescence, overnight | inhibition, % at 20 µM | 360,000 tested, 1.7% active;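 active means inhibition of at least 50% at 20 µM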
HIF-2a block – inhibitors of HIF-2a; 360,000 tested, 0.72% active; 786-0 RCC cells HIF-2a reporter, luciferase luminescence, overnight; inhibition, % at 18.8 µM;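 active means inhibition of the luminescence signal of 40% or more relative to plate controls, in a single-dose primary screen at 18.75 µM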
TRPM1 prom inh – MITF TRPM1 promoter inhibition in SK-MEL-5 cells; inhibition, % at 12.5 µM; 330,000 tested, 0.83% active; SK-MEL-5 TRPM1 promoter luciferase, 24 h;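 active means mean inhibition across replicates of 60% or more, whatever share of single replicates reaches that level; inconclusive means some that reach 60%, reason not given; inactive means mean inhibition across replicates below 60%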; further: values of inactives mirror those of a sister screen read the other way
aDG glyco act – increases alpha dystroglycan glycosylation. 360,000 tested, 0.22% active. Pro5-aDG cells, alpha-DG glycosylation AlphaScreen (IIH6); 0% Pro5, 100% B10-LARGE cell signal. activation, % at 10 µM;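 active means activation of at least 8% versus controls, or a plate z-score of at least 8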;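 further: Pro5 are CHO cells carrying HIG-tagged alpha-DG that lacks glycosylation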
NR2E3 ag-1 – activates human photoreceptor nuclear receptor NR2E3. 320,000 tested, 0.12% active. GST-NR2E3/biotin-RetCOR TR-FRET, 1536-well. Q9Y5X4. inhibition of corepressor binding, % at 4.78 µM. AID 2300;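 active means percent inhibition above the cutoff of mean plus 3 SD of all tested compounds, set per screening campaign, cut at about 20% in these data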;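 further: 0% = DMSO wells and 100% = biotin wells as full block of FRET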
Target sequence (Q9Y5X4 whole entry, looked up): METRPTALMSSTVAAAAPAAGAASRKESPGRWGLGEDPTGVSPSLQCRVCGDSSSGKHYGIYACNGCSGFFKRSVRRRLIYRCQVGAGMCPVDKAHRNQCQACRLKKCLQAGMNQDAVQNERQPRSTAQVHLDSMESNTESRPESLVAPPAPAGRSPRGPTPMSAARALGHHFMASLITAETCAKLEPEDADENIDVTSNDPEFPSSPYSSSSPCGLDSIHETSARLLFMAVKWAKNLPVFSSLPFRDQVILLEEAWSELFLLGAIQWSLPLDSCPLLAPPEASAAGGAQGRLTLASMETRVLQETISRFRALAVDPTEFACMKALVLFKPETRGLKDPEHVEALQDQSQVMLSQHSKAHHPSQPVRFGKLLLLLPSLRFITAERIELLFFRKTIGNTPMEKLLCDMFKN
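system = GST-tagged NR2E3 plus biotinylated RetCOR corepressor | input = 1.35 nM GST-NR2E3 | also added = 7 nM biotin-RetCOR | schedule = 5 h incubation at 4 °C | measured by = TR-FRET with europium anti-GST and streptavidin-D2, 340 nm excitation | read-out = percent loss of FRET ratio relative to control wells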
PDI turbidity – inhibitors of human protein disulfide isomerase; AID 588391; 350,000 tested, 0.052% active; P07237; PDI insulin aggregation turbidity, A650, 90 min; inhibition, % at 10 µM;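 active means mean inhibition across replicates of 30% or more, whatever share of single replicates reach that level; inconclusive means mean inhibition below 30% while every single replicate reaches 30%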;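 further: absorbance from insulin aggregation driven by PDI reduction with DTT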
Target sequence (P07237 whole entry, looked up): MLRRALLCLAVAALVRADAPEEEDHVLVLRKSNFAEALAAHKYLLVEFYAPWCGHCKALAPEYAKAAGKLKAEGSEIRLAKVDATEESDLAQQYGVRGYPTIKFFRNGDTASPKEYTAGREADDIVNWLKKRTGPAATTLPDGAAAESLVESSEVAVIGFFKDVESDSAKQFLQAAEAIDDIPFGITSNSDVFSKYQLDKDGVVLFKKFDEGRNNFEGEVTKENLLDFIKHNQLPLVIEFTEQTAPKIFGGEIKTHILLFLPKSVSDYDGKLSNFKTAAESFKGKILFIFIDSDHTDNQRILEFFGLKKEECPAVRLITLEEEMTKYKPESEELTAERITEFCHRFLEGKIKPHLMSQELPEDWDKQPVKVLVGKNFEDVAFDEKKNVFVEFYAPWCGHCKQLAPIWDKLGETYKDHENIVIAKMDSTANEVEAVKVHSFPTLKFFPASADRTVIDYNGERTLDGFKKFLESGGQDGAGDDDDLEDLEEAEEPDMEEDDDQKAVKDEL
NR2E3 ag-2 – activates human NR2E3 receptor | AID 602229 | inhibition of corepressor binding, % at 3.98 µM | CHO-S Gal4-NCOR/VP16-NR2E3 two-hybrid, luciferase | 360,000 tested, 0.35% active | Q9Y5X4;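 active means inhibition above the mean of all tested compounds plus 3 SD, cut at about 70% in these data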;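 further: 0% = DMSO with NR2E3 transfected cells and 100% = cells lacking NR2E3 construct; higher means lower luciferase signal from less NR2E3 corepressor binding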
CaV13 ICDI inh – Primary screen for inhibitors of IQ motif and Ca2+-dependent inactivation inhibitor domain binding in CACNA1D, Förster resonance energy transfer in living cells, …. HEK cells, CFP/YFP FRET ICDI-IQ, plate reader, 10 min; percent FRET-ratio fall versus neutral wells. inhibition, % at 12.3 µM. 340,000 tested, 0.098% active;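 active means mean replicate inhibition of at least 30% and at least 1% of replicates passing that level; inconclusive means only one of the two criteria is met; inactive means neither criterion is met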;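 further: 0% = median of the neutral control wells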
iPSC survival up – enhancers of human iPSC single-cell survival. survival enhancement, % at 20 µM. AID 602274. hiPSC single-cell survival, ATPlite luminescence; 100% = ROCK inhibitor wells, 0% = DMSO. 360,000 tested, 0.044% active; in the data active means survival enhancement above about 18%;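 further: cells exposed to compounds for 16 hours before the ATP read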
Granule exo inh – lytic granule exocytosis inhibition. inhibition, % at 10 µM. TALL-104 LAMP-1 surface exposure, flow cytometry; cells stimulated with thapsigargin and PMA. 360,000 tested, 0.66% active;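 active means inhibition above about 55%, limit read from the data; inconclusive means no clear call, values can overlap the other calls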
Vif inh – blocks HIV Vif function; HEK293T cells, Vif self-association by quenched fluorescence, imaging, 24 h; inhibition, % at 7.49 µM; 340,000 tested, 0.35% active; in the data active means inhibition above about 50%, passing the limit was not always enough; inconclusive means no clear call, values can overlap the other calls; inactive means below about 31%; further: some results filed as inactive read as strong as hits
The depositor's hits bear a star; u = inconclusive; x = no result given. Not a hit list. About 3.5% of those tested had a hit in this group.

SMILES	Peg3 promoter	HIF-2a block	TRPM1 prom inh	aDG glyco act	NR2E3 ag-1	PDI turbidity	NR2E3 ag-2	CaV13 ICDI inh	iPSC survival up	Granule exo inh	Vif inh
COc1cc(C(C)=O)ccc1OCC(O)CN1CCN(c2cc(C)cc(C)c2)CC1 (stereo unspecified)	18	6	1	0.0	-1	3	-19	-1	-0.5	5	-2
CC1(C)c2[nH]c3ccccc3c2C[C@@H]2C(=O)N(c3cc(F)ccc3F)C(=O)N21	8	14	-4	0.1	3	-1	1	-4	-2.1	-4	3
O=C(NC1CCCCC1)c1n[nH]c2c1CC(c1ccccc1)CC2 (stereo unspecified)	-233	-267	-62	0.8	-1	2	-123	-6	-3.8	-3	-4
Cc1cc2oc(=O)cc(CN3CCN(S(=O)(=O)c4cccs4)CC3)c2cc1C	31	23	-9	0.0	1	0	0	-18	1.4	6	0
CCOC(=O)N1CCC(NC(=O)Cn2nc(-c3ccccc3)ccc2=O)CC1	-10	2	-2	-0.2	3	6	21	-9	0.1	-3	1
O=C(CCCSc1nc(-c2ccco2)cc(C(F)(F)F)n1)Nc1ccc2c(c1)OCO2	-15	-48	1	-0.1	2	-8	-17	-5	0.4	2	-17
Cc1ccc(C)c(N2CCN(C(=O)CCc3nc(-c4ccccc4C)no3)CC2)c1	21	15	8	-0.3	x	-4	0	-4	-0.2	-1	x
COc1ccc(NC(=O)C(CC(C)C)NS(=O)(=O)c2ccc3c(c2)CCN3C(C)=O)cc1OC (stereo unspecified)	8	1	2	0.1	-4	8	1	-5	-0.2	-1	5
Cc1nn2c(Nc3ccc(F)cc3)c3c(nc2c1-c1ccccc1)CCC3	10	16	-2	-0.2	1	-2	-15	-5	-0.1	-1	-1
Cc1nccn1CCC1CCCCN1C(=O)CCc1nnc(-c2ccsc2)o1 (stereo unspecified)	6	1	-13	-0.1	9	-3	-20	-4	1.8	-2	-1
CN(Cc1cc2ccccc2[nH]c1=O)C(=O)c1cccs1	3	7	-1	0.0	0	11	7	-6	0.0	-4	30
COc1ccc(/C=N/OCC(=O)N(Cc2ccc(OC)cc2)c2ccccc2C(=O)O)cc1	14	2	6	-0.2	1	-7	-19	7	1.5	5	5
COc1ccc(CSc2nnc(-c3ccncc3)n2C)cc1F	-5	6	2	0.1	-1	-2	2	-18	-0.5	1	x
CC(C)(C)OC(=O)N1CCCC(C(=O)Nc2ccc(C(=O)NCCc3ccccc3)cc2)C1 (stereo unspecified)	-18	-16	3	0.2	x	-4	-31	-7	-0.5	5	-3
CN(Cc1ccccc1)c1oc(COc2ccccc2F)nc1C#N	-20	-41	-20	0.0	2	x	-42	-4	4.8	0	4
COc1ccc(NC(=O)CCCCC(=O)Nc2ccc(OC)cc2)cc1	7	14	12	0.0	-1	3	6	-20	-0.2	4	-4
Cc1nn(Cc2ccccc2)c(Cl)c1C(=O)NCCc1ccccc1	-214	-160	-56	1.4	0	1	-121	5	-1.3	15	4
CNS(=O)(=O)c1ccc(NC(=S)Nc2ccc3c(c2)OCO3)cc1	-29	-23	-25	0.2	0	0	-28	-2	-0.9	1	-6
CC1(C)CC(=O)C(c2ccccc2)(c2ccccc2)C(=O)C1	-7	16	-3	0.4	x	-7	-38	-10	0.3	3	0
Cc1ccc(N2CC(O)=C(c3nc4ccccc4c(=O)[nH]3)C2=N)cc1C	-2	-49	0	-0.3	0	-6	28	-3	2.1	-1	3
CN1CCN(CC(=O)Nc2cccc([N+](=O)[O-])c2)CC1	3	6	-7	0.6	0	6	-2	-6	-0.7	-2	21
Cc1noc(C)c1CSCC(=O)Nc1ccc(OC(F)F)c(Cl)c1	-3	-12	-8	0.2	0	6	-4	-1	0.3	-2	-3
CCSc1nc2c(c(=O)[nH]1)C(c1ccccn1)C1=C(CC(C)(C)CC1=O)N2 (stereo unspecified)	5	16	3	0.1	0	-1	2	-5	3.1	-2	-5
C/C(=N\Nc1ccc([N+](=O)[O-])cc1[N+](=O)[O-])C(C)C(C)C (stereo unspecified)	13	19	1	-0.1	3	-2	-17	-3	-0.7	-1	-10
COc1ccc(C(O)c2nc3ccccc3n2C(C)C)cc1 (stereo unspecified)	20	-9	11	0.0	5	2	2	-2	-0.5	-3	-5

A few values from the list.
CN(Cc1ccccc1)c1oc(COc2ccccc2F)nc1C#N @ HIF-2a block = -41
CC(C)(C)OC(=O)N1CCCC(C(=O)Nc2ccc(C(=O)NCCc3ccccc3)cc2)C1 (stereo unspecified) @ NR2E3 ag-2 = -31

Four compounds from above with just Vif inh, TRPM1 prom inh and aDG glyco act:
| compound | Vif inh | TRPM1 prom inh | aDG glyco act |
| --- | --- | --- | --- |
| Cc1nn(Cc2ccccc2)c(Cl)c1C(=O)NCCc1ccccc1 | 4 | -56 | 1.4 |
| CNS(=O)(=O)c1ccc(NC(=S)Nc2ccc3c(c2)OCO3)cc1 | -6 | -25 | 0.2 |
| CC1(C)CC(=O)C(c2ccccc2)(c2ccccc2)C(=O)C1 | 0 | -3 | 0.4 |
| Cc1ccc(N2CC(O)=C(c3nc4ccccc4c(=O)[nH]3)C2=N)cc1C | 3 | 0 | -0.3 |

More entries
SMILES	Peg3 promoter	HIF-2a block	TRPM1 prom inh	aDG glyco act	NR2E3 ag-1	PDI turbidity	NR2E3 ag-2	CaV13 ICDI inh	iPSC survival up	Granule exo inh	Vif inh
CCC(=O)N1CCc2cc(S(=O)(=O)N(CC)c3cccc(C)c3)ccc21	17	-1	-11	0.1	0	2	-5	-5	0.0	4	-2
CCNc1nc(NCC)nc(N(n2cnnc2)S(=O)(=O)c2ccc(C)cc2)n1	8	5	-14	0.0	-3	2	-2	-6	-1.9	4	-5
O=C(Nc1ccc(F)cc1)c1cc(Cl)sc1Cl	2	3	-1	0.2	-4	6	-1	x	-0.4	-1	9
O=C(O)CC(NCc1ccco1)C(=O)OCCCl (stereo unspecified)	9	18	6	-0.3	1	8	3	-7	-1.7	2	-11
COc1ccc(-c2nnnn2CCc2ccccc2)cc1	-9	-100	-7	-0.1	5	-1	-49	-7	6.2	-3	1
OC(COc1ccc2cc(Br)ccc2c1)CN1CCOCC1 (stereo unspecified)	-82	-109	-35	1.5	-2	-8	-24	-4	0.8	2	-6
CCn1c(=O)n(CC)c2cc(S(=O)(=O)Nc3cc(C)cc(C)c3C#N)ccc21	13	13	-9	0.0	5	2	8	-10	-1.8	-1	10
COc1ccc(C2=NN(CCC(=O)NCc3cccs3)C(=O)CC2)cc1	3	12	-4	0.0	4	2	-2	0	-0.5	-1	-13
COc1ccc(CC(=O)Nc2ccc(S(=O)(=O)N3CCCC3)cc2)cc1OC	16	1	5	0.0	x	14	-54	-6	-2.1	13	5
CCOC(=O)C1CCN(C(=O)CCC(=O)NCCc2ccc(Cl)cc2)CC1	18	14	7	-0.1	1	-4	10	-19	0.1	2	3
CC1=C(C(=O)OCCNC(=O)c2ccccc2O)C(c2ccccc2[N+](=O)[O-])C(C(=O)OCC2CCCO2)=C(C)N1 (stereo unspecified)	17	27	3	0.5	-2	6	2	-6	1.3	8	-7
CCOC(=O)C1(CCOC)CCN(C(=O)c2sccc2C)CC1	1	-2	4	-0.1	-2	6	-16	-2	-0.6	2	-9
O=C1CC(N2CCC(c3nc4ccccc4o3)CC2)C(=O)N1c1ccc(F)cc1 (stereo unspecified)	2	10	1	0.7	1	-1	-8	-4	-0.1	1	16
Cc1nonc1NC(=O)OCCN1CCOC1=O	7	-8	4	-0.2	-4	10	-2	-6	1.7	0	2
CCCNC(=O)C1(C)CCN(C(=O)c2cc(F)cc(F)c2)C1 (stereo unspecified)	13	8	x	-0.1	x	1	-27	-5	-1.1	-9	x
CC1CCCCN1CCNC(=O)Cn1nc(-c2ccccc2)ccc1=O (stereo unspecified)	20	-4	-5	0.3	3	-13	-1	-7	-1.3	4	x
Cc1cc(C)nc(N/N=C/c2ccncc2)n1	25	18	20	-0.1	3	0	-1	-18	0.1	15	1
O=C(NC(=S)NNC(=O)c1cccs1)c1ccc(Br)o1	7	2	9	-0.1	2	-5	-20	-7	8.7	1	-1
COc1ccc(NC(=O)CN2CCCCC2)cc1	-37	-53	-14	0.3	3	-12	-4	1	0.1	-2	18
Cc1ccc(NS(=O)(=O)c2c(C)[nH]c(=O)[nH]c2=O)cc1F	9	7	10	0.1	x	-3	-38	-4	-0.9	37	-7
Nc1nnnn1/N=C/c1ccccc1	-10	2	-11	-0.2	x	-5	6	-19	-0.5	u	-10
CCN(CC(=O)Nc1ccc2c(c1)OCCO2)C(=O)c1cc(=O)[nH]c2ccccc12	4	-41	-4	0.0	0	3	-7	-2	-0.4	3	-1
CN(C)S(=O)(=O)c1cccc(COc2ccccc2C(=O)Nc2ccccc2)c1	8	-5	8	0.0	2	-2	4	-6	-0.6	3	-16
COCCNC(=S)N(CCc1c(C)[nH]c2ccc(F)cc12)Cc1ccco1	29	2	15	0.1	-3	1	-5	-5	1.0	63*	-1
O=C(COC(=O)c1cc([N+](=O)[O-])ccc1N1CCOCC1)c1ccc(OC(F)F)cc1OC(F)F	15	-5	2	0.5	0	6	-15	-4	0.6	-3	3
COC(=O)[C@H](C)N(Cc1ccc(Cl)c(Cl)c1)S(=O)(=O)CCN1CCCC1	-3	-18	-11	0.1	x	0	2	-7	-1.5	5	-5
COc1ccc(Br)cc1C(=O)Nc1cccc(NC(=O)c2ccco2)c1	11	-12	-20	0.0	-4	-6	-14	-6	-0.8	4	-19
Cc1cccc(OC(C)C(=O)NC2CCS(=O)(=O)C2)c1C (stereo unspecified)	-5	18	16	-0.3	-2	1	4	x	0.8	-5	3

Molecules listed so far that have a nitro group on carbon, in the order listed:
SMILES	Peg3 promoter	HIF-2a block	TRPM1 prom inh	aDG glyco act	NR2E3 ag-1	PDI turbidity	NR2E3 ag-2	CaV13 ICDI inh	iPSC survival up	Granule exo inh	Vif inh
CN1CCN(CC(=O)Nc2cccc([N+](=O)[O-])c2)CC1	3	6	-7	0.6	0	6	-2	-6	-0.7	-2	21
C/C(=N\Nc1ccc([N+](=O)[O-])cc1[N+](=O)[O-])C(C)C(C)C (stereo unspecified)	13	19	1	-0.1	3	-2	-17	-3	-0.7	-1	-10
CC1=C(C(=O)OCCNC(=O)c2ccccc2O)C(c2ccccc2[N+](=O)[O-])C(C(=O)OCC2CCCO2)=C(C)N1 (stereo unspecified)	17	27	3	0.5	-2	6	2	-6	1.3	8	-7
O=C(COC(=O)c1cc([N+](=O)[O-])ccc1N1CCOCC1)c1ccc(OC(F)F)cc1OC(F)F	15	-5	2	0.5	0	6	-15	-4	0.6	-3	3
